# Source: PubChem BioAssay (NCI)
# All columns: NCI-60 one-dose screen, growth in % after 48 h at 10 µM unless noted; 100 = growth as untreated, 0 = no growth, -100 = all killed.
# NCI-H460 – NCI-H460 lung cancer | 6.8% of 82,000 active
# COLO 205 – COLO 205 colon cancer | 7.3% of 79,000 active
# A498 – A498 renal cancer cells. 5.4% of 76,000 active. AID 1794774
# NCI-H522 – NCI-H522 lung cancer | 8% of 78,000 active
# NCI-H226 – NCI-H226 lung cancer | 3.5% of 79,000 active | AID 1794732
# HT29 – HT29 colon cancer; 7.4% of 81,000 active; AID 1794748
# NCI-H322M – NCI-H322M lung cancer. 2.7% of 80,000 active. AID 1794733
# RXF 393 – RXF 393 renal cancer cells | 6.9% of 77,000 active | AID 1794773
# NCI-H23 – NCI-H23 lung cancer. 4% of 80,000 active
# Numbers without * were called inactive; x = not tested or not shown; & = joins results of further samples; [ ] = another dose, or the depositor's remark. How the source made its calls: active means growth percent below 10; inactive means the rest.
entry	Compound	NCI-H460	COLO 205	A498	NCI-H522	NCI-H226	HT29	NCI-H322M	RXF 393	NCI-H23
1	NNc1nc2nc(-c3ccccc3)cc(-c3ccc(F)cc3)c2c(=O)[nH]1	100.6	101.2	87.8	81.6	90.2	104.1	94.5	103.2	94.0
2	Cc1ccc(C2CC(c3ccc(S(=O)(=O)NCCNc4nc(Nc5ccc(F)cc5)nc(N(C)C)n4)cc3)=Nc3c(N)nc(N)nc3N2)cc1 (stereo unspecified)	38.2	54.8	89.2	58.5	62.7	-14.3*	70.2	27.2	65.3
3	Cc1ccc(S(=O)(=O)N2CCc3ccccc3CC2)cc1	90.8	81.0	87.4	74.1	54.3	91.8	99.0	80.3	54.5
4	COc1cccc(C2C(C#N)=C(N)Oc3cc4c(cc32)OCO4)c1 (stereo unspecified)	7.6*	-47.1*	1.4*	11.5	-7.1*	8.9*	37.6	2.4*	9.8*
5	O=C(N/N=C/c1ccc(Cl)cc1)c1ccc(OCc2nc3ccc(Cl)cc3[nH]2)cc1	-82.3*	4.0*	129.1	7.5*	77.4	-55.7*	71.3	-10.0*	4.9*
6	c1ccc(COC(CN2CCOCC2)c2ccccc2)cc1 (stereo unspecified)	104.1	111.1	106.0	105.3	93.7	110.7	99.1	116.2	89.0
7	CC(C)C(=O)C(c1ccccn1)C(C)C (stereo unspecified)	105.9	133.9	90.1	96.8	105.0	97.6	112.2	127.4	102.1
8	CC(=O)Oc1ccccc1C(=O)N=C1[Se]CCCN1C(=O)c1ccccc1OC(C)=O	5.2*	114.1	68.6	73.3	-19.1*	95.5	-5.6*	6.8*	6.4*
9	CCOC(=O)c1c(NC(=S)Nc2ccccc2)n[nH]c1Nc1ccccc1	67.5	99.2	x	87.7	76.2	107.3	94.2	86.5	x
10	C=C(Cl)COC(=O)C(C)OC(C)=O (stereo unspecified)	101.4	108.9	108.4	93.8	93.0	114.9	101.4	101.1	97.3
11	CC(C)COC(=O)N1CCCCC1C (stereo unspecified)	108.7	93.9	117.8	104.3	98.5	101.8	125.0	109.7	105.6
12	CC(O)(C(=O)O)C(c1ccccc1)c1ccccc1 (stereo unspecified)	103.2	110.8	90.7	83.0	97.9	91.0	100.7	102.1	102.0
13	CSc1ncc(C)c(Nc2ccc(Br)cc2)n1	100.6	109.1	75.3	77.5	95.2	93.2	90.0	93.7	93.9
14	Cc1cc(C)n(-c2nc(-c3ccco3)c(C#N)c(=O)[nH]2)n1	109.2	118.3	127.1	79.8	104.9	100.6	90.1	111.3	93.3
15	COC(=O)/N=c1\cc(N2CC=CCC2)nc(N)n1O	104.7[100 µM]	127.8[100 µM]	96.4[100 µM]	98.1[100 µM]	100.2[100 µM]	105.7[100 µM]	104.9[100 µM]	110.3[100 µM]	106.5[100 µM]
16	O=C1Nc2cccc3cccc(c23)NC1=O	111.2	119.3	135.9	89.5	97.8	107.9	x	112.6	103.2
17	CC(C)(C)c1ccc(S(=O)(=O)N[C@H]2CC[C@H]3[C@@H]4CCc5cc(O)c([N+](=O)[O-])cc5[C@H]4CC[C@]23C)cc1	45.6	96.4	75.8	65.1	80.0	70.0	77.1	42.5	83.5
18	O=C(CSc1nnc(-c2cc(-c3ccc(Cl)cc3)nc3ccccc23)n1-c1ccccc1)Nc1ccc(Cl)cc1	100.4	114.9	88.2	93.4	95.0	103.9	101.8	118.3	99.7
19	COc1ccc2c(c1)c(-c1cc3nc(-c4cn(C)c5ncc(Br)cc45)cc(N)n3n1)cn2C	-35.4*	-74.6*	86.8	-72.1*	0.4*	-88.5*	-39.8*	-72.9*	-36.8*
20	CCOC(=O)c1sc2nc(/C=C/c3cccc(OC)c3OC)[nH]c(=O)c2c1C	114.5	114.4	103.6	74.8	90.5	102.5	120.3	113.2	96.0
21	FC(F)(F)c1ccc(-c2nc(-c3nc4ccc(Cl)cc4[nH]3)cc3c2[nH]c2ccccc23)cc1	81.8	99.4	67.2	49.0	75.8	64.7	70.7	92.4	77.4
22	CCOc1ccc(N=C(N)N=C(N)N)cc1	110.7	93.4	103.1	103.6	107.7	105.7	121.5	122.8	103.8
23	Cc1cn(-c2cc(F)cc(NC(=O)c3ccc(C)c(Nc4nccc(-c5cccnc5)n4)c3)c2)cn1	20.1	70.9	x	11.5	-12.3*	2.9*	x	-1.4*	94.2
24	COc1cc(/C=C2\SC(=S)N(NC(=O)CSc3nnc(Cc4ccccc4Nc4c(Cl)cccc4Cl)n3-c3ccccc3)C2=O)cc(OC)c1	102.6	120.6	103.5	88.7	x	108.8	103.4	104.5	101.8
25	O=C(/C=C/c1cn(-c2ccccc2)nc1-c1ccc(Br)cc1)NNC(=O)Nc1ccc(Br)cc1	110.2	107.2	86.4	84.2	96.1	107.0	95.5	x	97.1
26	CCCOC(=O)C(O)c1ccccc1 (stereo unspecified)	107.0	114.6	94.7	x	105.2	103.5	131.5	111.3	106.3
27	C=C1CCC2C3(C)COC(C)(C)OC3CCC2(C)C1C/C=C1/C(=O)OCC1Oc1ccccc1OC (stereo unspecified)	101.6	102.5	110.0	17.5	79.7	56.4	96.6	93.3	92.2
28	COc1cc(/C=C/C(=O)c2ccc(F)cc2)ccc1Oc1nc(NCCO)nc(N2CCOCC2)n1	94.2	122.3	x	64.9	87.8	53.5	97.4	108.4	x
29	O=C1/C(=C/c2ccc(-c3ccccc3C(F)(F)F)o2)SC(=S)N1CCc1ccc(O)cc1	48.3	48.1	79.1	-11.0*	90.2	14.8	75.6	71.2	78.2
30	Cc1nn(-c2ccc(F)cc2)c2ncnc(Nc3ccc(NC(=O)Nc4cc(C(F)(F)F)ccc4F)cc3)c12	81.7	79.5	82.7	66.2	88.6	74.0	82.2	34.2	67.5
31	O=C(O)C1C[C@](O)(c2ccccc2Cl)[C@@H](c2ccccc2Cl)O1 (stereo partly specified)	113.2	120.2	85.4	27.8	99.6	101.4	154.9	133.0	89.2
32	COc1ccc(NC(=O)c2oc3ncccc3c2N)cc1	101.9	103.0	83.5	88.7	99.8	96.7	102.1	128.8	97.9
33	N#CC1=C(NC=O)Oc2c(ccc3ccccc23)C1c1ccccc1 (stereo unspecified)	19.9	96.4	22.9	-2.8*	62.6	94.0	75.4	25.5	38.5
34	Cn1nc(NC(=O)C(F)(F)F)c2ncc(-c3ccc(Cl)cc3)nc21	97.6	120.5	72.0	83.7	80.0	101.0	83.8	105.1	81.8
35	CC(=O)Nc1ccc(/C=N/N2CCCCCC2)cc1	105.9	109.8	107.7	103.3	92.0	102.0	100.6	105.4	103.0
36	Cn1c(=O)c2c(nc(C3CC4C5CCC(C5)C4C3)n2C)n(C)c1=O (stereo unspecified)	80.4	111.6	104.0	88.3	82.5	106.0	114.0	96.2	94.5

# Arranged by formula weight (low to high): part of the list above.
entry	Compound	NCI-H460	COLO 205	A498	NCI-H522	NCI-H226	HT29	NCI-H322M	RXF 393	NCI-H23
26	CCCOC(=O)C(O)c1ccccc1 (stereo unspecified)	107.0	114.6	94.7	x	105.2	103.5	131.5	111.3	106.3
7	CC(C)C(=O)C(c1ccccn1)C(C)C (stereo unspecified)	105.9	133.9	90.1	96.8	105.0	97.6	112.2	127.4	102.1
16	O=C1Nc2cccc3cccc(c23)NC1=O	111.2	119.3	135.9	89.5	97.8	107.9	x	112.6	103.2
12	CC(O)(C(=O)O)C(c1ccccc1)c1ccccc1 (stereo unspecified)	103.2	110.8	90.7	83.0	97.9	91.0	100.7	102.1	102.0
35	CC(=O)Nc1ccc(/C=N/N2CCCCCC2)cc1	105.9	109.8	107.7	103.3	92.0	102.0	100.6	105.4	103.0
13	CSc1ncc(C)c(Nc2ccc(Br)cc2)n1	100.6	109.1	75.3	77.5	95.2	93.2	90.0	93.7	93.9
9	CCOC(=O)c1c(NC(=S)Nc2ccccc2)n[nH]c1Nc1ccccc1	67.5	99.2	x	87.7	76.2	107.3	94.2	86.5	x
28	COc1cc(/C=C/C(=O)c2ccc(F)cc2)ccc1Oc1nc(NCCO)nc(N2CCOCC2)n1	94.2	122.3	x	64.9	87.8	53.5	97.4	108.4	x

# Next records follow.
entry	Compound	NCI-H460	COLO 205	A498	NCI-H522	NCI-H226	HT29	NCI-H322M	RXF 393	NCI-H23
37	NC(=O)N/N=C/c1ccc(Br)cc1O	105.6	107.6	87.4	84.0	100.2	91.8	98.7	102.0	93.0
38	COc1ccc(CNC(=O)C2=NOC(Cc3nc4ccccc4o3)C2)cc1 (stereo unspecified)	105.4	122.6	97.5	95.2	102.3	102.5	106.4	102.2	108.0
39	O=C(/C=C/c1cc(-c2cc3ccccc3o2)n(-c2ccccc2)n1)c1nc2ccccc2[nH]1	105.8	114.4	100.7	99.6	105.3	104.9	102.1	110.2	104.6
40	Cc1cc(O)c(C(C)C)cc1N=Cc1ccc(Cl)c(Cl)c1	88.2	105.2	49.0	78.9	98.8	95.3	x	100.5	101.2
41	Cc1ccc2nc3c(nc2c1)c1cc(I)ccc1n3CCN(C)C	-2.9*	-55.8*	62.9	31.4	39.9	14.4	20.0	29.8	17.8
42	O=C1OCC2=C1C(c1cccc(F)c1)c1cc3c(cc1N2CCO)CCC3 (stereo unspecified)	6.7*	-25.6*	5.8*	11.6	39.6	5.0*	40.9	32.3	24.7
43	CC(=O)OC(OC(C)=O)c1ccccc1[N+](=O)[O-]	109.9	104.3	112.6	105.1	104.4	111.8	109.9	116.6	104.9
44	Cc1nc(-c2cc3ccccc3oc2=O)ccc1C(=O)/C=C/c1ccc(F)cc1	90.9	121.0	93.0	78.2	80.4	96.9	95.9	90.1	x
45	O=C(O)CSc1ccccc1	x	x	91.9	x	104.7	104.6	110.6	106.4	101.7
46	Nc1ccccc1SCc1cc2ccccc2[nH]c1=O	103.0	123.0	65.2	97.5	101.9	113.8	96.2	110.9	x
47	COc1cccc2c1OC1(Oc3c(cccc3OC)C=C1C)C(C)=C2	103.1	111.9	106.7	93.5	x	100.3	91.1	112.7	101.7
48	CCCCCCN=Cc1c(O)c(O)c(C(C)C)c2cc(C)c(-c3c(C)cc4c(C(C)C)c(O)c(O)c(C=NCCCCCC)c4c3O)c(O)c12	108.8	106.8	90.9	102.5	100.5	103.2	102.9	107.2	102.0
49	COc1ccc(N(C)c2nc(N)nc3sc4c(c23)CCCC4)cc1	3.6*	-60.3*	0.6*	-13.7*	x	-4.4*	52.6	46.6	19.3
50	CC(C)(C)c1cc(CO)cc(C(C)(C)C)c1O	112.7	101.2	121.5	x	96.6	100.3	109.5	104.0	103.2
51	CCOC(=O)c1c(NC(=O)c2ccc(F)cc2F)sc2c1CCC(=O)C2	101.5	108.7	x	51.6	106.6	103.1	101.5	116.7	102.8
52	O=C1c2cc3c(cc2CCC1c1ccc2c(c1)OCO2)OCO3 (stereo unspecified)	97.5	105.5	66.7	91.7	88.2	100.0	107.3	108.7	96.4
53	CC1=C(C)C(=O)C(C(C2=C(C)C(=O)C(C)=C(C)C2=O)c2ccc(N(C)C)cc2)=C(C)C1=O	87.9	99.3	40.3	74.2	91.5	101.3	83.9	85.1	81.2
54	Clc1ccc(/C=N/Nc2ncnc3sc4c(c23)CCN(Cc2ccccc2)C4)cc1	-75.6*	-86.1*	-32.2*	1.1*	-54.2*	-75.3*	22.3	31.5	13.9
55	COc1ccc(S(=O)(=O)NCCNc2nccc(-c3c(-c4cccc(N)c4)nc4sccn34)n2)cc1	99.6	106.4	91.6	91.2	96.1	93.5	111.3	107.0	103.0
56	O=c1cc(N2CCNCC2)c2ccccc2n1-c1ccccc1	105.0	106.2	113.9	93.7	99.0	103.2	96.2	102.8	101.6
57	COc1ccc(Nc2ncccc2C(=O)NCc2cn(Cc3ccc(F)cc3)nn2)cc1	107.0	122.6	94.7	88.3	93.4	101.9	91.3	107.0	106.5
58	C(=C\c1nc2ccccc2[nH]1)/c1nc2ccccc2[nH]1	103.4	x	83.7	98.0	92.6	102.8	98.6	122.2	96.5
59	CC1CCN(CC(=O)Nn2c(COc3ccccc3)nc3ccccc3c2=O)CC1	90.6	84.1	81.8	75.4	84.6	73.1	95.4	94.2	91.7
60	Nc1nc2[nH]cc(CCc3ccc(C(=O)N[C@@H](CCc4nn[nH]n4)C(=O)O)cc3)c2c(=O)[nH]1	104.5	113.0	118.4	91.4	x	99.4	106.1	x	104.5
61	O=C1c2ccc(S(=O)(=O)O)cc2C(=O)c2cc(S(=O)(=O)O)ccc21	109.7	99.7	120.9	95.8	102.9	108.5	x	119.2	95.9
62	O=C(c1ccccc1Cl)C(Nc1ccccc1)c1ccccc1Cl (stereo unspecified)	96.3	x	80.3	57.2	97.5	82.4	82.2	107.1	79.4
63	COc1ccc(C(=O)CSc2nnc3sc(Nc4ccccc4)nn23)cc1	106.5	106.7	85.2	73.9	93.7	94.7	94.8	91.8	95.5
64	NC1=NC(c2ccccc2)N=C(Nc2ccccc2)N1 (stereo unspecified)	95.0&103.2	63.4&91.7	110.1&96.3	109.6&83.8	52.5&81.7	60.7&62.4	84.7&91.5	91.5	66.5&79.5
65	Nn1c(N=Nc2c(O)[nH]c3c(Cl)cc(Cl)cc23)n[nH]c1=S	101.7	110.4	97.5	91.4	94.0	101.8	101.3	97.3	98.1
66	O=C1c2ccccc2C(=O)N1c1nc(-c2ccccc2)cs1	109.3	116.1	94.8	104.7	85.2	98.4	87.8	100.0	94.6
67	FC(F)(F)c1[nH]ncc1-c1nc2c(N3CCCCC3)cc3[nH]ncc3c2c2c1CCCC2	3.4*	-33.7*	-71.6*	-28.4*	2.9*	1.2*	-2.5*	-92.0*	-9.7*
68	Cc1onc(-c2ccccc2Cl)c1C(=O)Nc1ccccc1CC1c2ccccc2CCN1C (stereo unspecified)	100.5	97.3	106.2	71.5	86.3	63.7	100.4	86.5	89.1
